# LMNA splice mod: changes lamin A minigene splicing in HeLa cells; AID 1487; Potency, µM (highest dose often 46.1 µM), for inactives: at the top dose ratio change, negative = inhibition, hits mostly inhibitors; hit rate 0.01% among 200,000; HeLa LMNA splicing GFP/RFP minigene ratio, 48 h; active = well fitted inhibition curve with a large enough effect in the signal ratio, with a control signal flat, not every such curve was filed as active; inconclusive = small, poorly fitted or top-dose-only effect, or effect the other way, or a change in a side signal; the % refers to the signal ratio
#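 S3 HeLa stable clones carrying a lamin A-EGFP splicing minigene plus DsRed2 were seeded at 600 cells/well in Opti-MEM with 2% FBS, pin-dosed and incubated 48 h at 37°C. Acumen cytometry (488 nm) gave the GFP/RFP total-intensity ratio.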
# Active calls of the source: *; ? = inconclusive; [ ] = remark or other dose. % is scaled to controls: 0 for no effect and ±100 for the full control effect; potency is read from the fitted curve at half-maximal effect. These rows are one share of the data; rates above refer to the full screens.
SMILES,LMNA splice mod
COc1cc(OC)cc(C(=O)Nc2cccc(-c3cn4cccnc4n3)c2)c1,12%[46 µM]
Cc1ccc(C)c(N2CCN(CCCNC(=O)c3ccc4nc(CCc5ccccc5)oc4c3)CC2)c1,?
COc1ccc(C(=O)NCC(c2cccs2)S(=O)(=O)c2ccc(C)cc2)cc1 (stereo not given),-8%[46 µM]
COc1ccc(CC(=O)NCc2nc3cccnc3n2Cc2ccc(F)cc2)cc1OC,-12%[46 µM]
Cc1cc(C)cc(-n2c(SCC(=O)Nc3nnc(C)s3)nc3c([nH]c4ccccc43)c2=O)c1,4%[46 µM]
CC(C)(C)OC(=O)N1CCC(c2c(C(=O)Nc3ccc4c(c3)OCO4)cnn2-c2ccc(F)cc2F)CC1,?
CCn1ccc2c(OCC(=O)Nc3ccccc3C(F)(F)F)cccc2c1=O,9%[46 µM]
Cc1cccc(C(=O)Nc2cccc(C(=O)OCc3cc(=O)n4nc(C5CC5)sc4n3)c2)c1,-11%[46 µM]
Cc1ccc(-n2c(=O)c3c(C)c(C(=O)N(C)C)sc3n(CC(=O)N(C)c3ccccc3)c2=O)cc1C,7%[46 µM]
COc1ccc(CCC(=O)NCc2ccc3c(c2)CCN3C(=O)c2cccc(C)c2)cc1,-2%[46 µM]
CCc1ccc(NC(=O)c2ccc(F)c(S(=O)(=O)NCc3ccc(Cl)c(Cl)c3)c2)cc1,?
COc1cccc(NC(=O)Cc2ccc(NC(=O)N3CCCCc4ccccc43)cc2)c1,-4%[46 µM]
O=C(CSC1=Nc2ccccc2N=C(c2ccc(F)cc2)C1)NCc1ccc(F)cc1,-26%[46 µM]
CCN(CC)C(=O)c1sc2c(c1C)c(=O)n(-c1ccccc1)c(=O)n2CC(=O)Nc1ccc(C)cc1C,?
COCCCn1c(SCc2cccc(Cl)c2)nc2c(sc3ccccc32)c1=O,-4%[46 µM]
CCOc1ccccc1Nc1sc(C(=O)c2ccc(Cl)cc2)c(N)c1C#N,?
CCc1ccc(NC(=O)CSc2nccn2-c2cccc(C)c2C)cc1,-7%[46 µM]
CCOc1ccc(S(=O)(=O)N2CCN(Cc3nc4ccc(C)cc4o3)CC2)cc1,-4%[46 µM]
COc1cc(OC)cc(C(=O)Nc2ccc3c(c2)n(C)c(=O)c(=O)n3C)c1,-1%[46 µM]
COc1ccccc1C(=O)NCc1nnnn1-c1ccc(C)c(C)c1,?
Cc1ccc(/C=C/c2onc(C)c2S(=O)(=O)N2CCC(C(=O)Nc3ccc(OC(F)(F)F)cc3)CC2)cc1,-5%[46 µM]
Cc1ccc(NC(=O)c2ccc(=O)n(CC(=O)Nc3c(C)cc(C)cc3C)n2)cc1,12%[46 µM]
CCCCNC(=O)C1CCC(Cn2c(=O)c3sccc3n(CC(=O)N3CCCC3)c2=O)CC1 (stereo not given),22%[46 µM]
Cc1nc(N2CCCC2)c2c(C(=O)N3CCN(c4cc(Cl)ccc4C)CC3)c(C)oc2n1,-2%[46 µM]
COc1cccc(C(c2c(O)cc(C)n(Cc3ccco3)c2=O)N2CCC(C)CC2)c1 (stereo not given),-3%[46 µM]

# (list continues)
SMILES,LMNA splice mod
COc1ccc(OC)c(NC(=O)CSC2=Nc3ccccc3C3=NC(CCC(=O)NC4CCCCC4)C(=O)N23)c1 (stereo not given),4%[46 µM]
COc1ccc(CCNC(=O)C(=O)NCC(c2cccs2)S(=O)(=O)c2cccs2)cc1 (stereo not given),-21%[46 µM]
COc1ccc(NC(=O)C2Cc3ccccc3CN2S(=O)(=O)c2ccccc2)cc1OC (stereo not given),?
Cc1ccc(CNS(=O)(=O)c2cc(C(=O)Nc3ccc(C(C)C)cc3)ccc2F)cc1,?
CCOC(=O)c1cnn(-c2ccc(C(=O)Nc3cccc(C(C)=O)c3)cc2)c1N,18%[46 µM]
COc1ccc(NC(=O)CSc2nc3ccccc3n2CC(=O)N2CCCCC2C)cc1 (stereo not given),-7%[46 µM]
COc1ccccc1NC(=O)Cn1nnc(C(=O)Nc2ccccc2Br)c1N,9%[46 µM]
Cc1cc(C)c(NC(=O)CSc2n[nH]c(-c3ccccc3Cl)n2)c(C)c1,?
CCCCCNC(=O)c1ccc2c(c1)ncn2-c1cccc(C)c1,-25%[46 µM]
COc1ccc(CCNC(=O)c2ccc3c(c2)nc2n3CCOC2)cc1OC,-3%[46 µM]
CCOc1ccc(-n2ccnc2SCC(=O)Nc2ccc(OC)cc2OC)cc1,4%[46 µM]
Cc1cccc(CC(=O)NC2CC(=O)N(c3ccc4c(c3)OCCO4)C2)c1 (stereo not given),-9%[46 µM]
CC1CCCCN1CCCNC(=O)c1cc(Sc2cccc(Cl)c2)nc2ccccc12 (stereo not given),?
Cc1ccc(-c2cn3c4c(=O)n(C)c(=O)n(C)c4nc3n2-c2cccc(Cl)c2)cc1,7%[46 µM]
Cc1ccccc1CN1CCc2nc(Nc3ccc4c(c3)OCCO4)ncc2C1,?
CC(=O)Nc1ccc(S(=O)(=O)Nc2nc3n(n2)C(c2ccccc2)C=C(c2ccc(Cl)cc2)N3)cc1 (stereo not given),13%[46 µM]
Cc1ccc2[nH]c(CSc3nnc(NC(=O)COc4ccccc4)s3)cc(=O)c2c1,-7%[46 µM]
Cc1ccc(-n2ncc3c(N4CCN(c5ccc(F)cc5)CC4)ncnc32)cc1,19%[46 µM]
O=C(CSCc1ccc(F)cc1)N1CCc2c([nH]c3ccccc23)C1c1ccccc1 (stereo not given),-6%[46 µM]
COc1ccc(S(=O)(=O)Nc2cccc(-c3ccc(N4CCOCC4)nn3)c2)cc1F,?
Fc1ccc(Nc2nc(SCc3ccc(Cl)cc3)nc3ccccc23)cc1,?
COc1cc(Cl)c(C)cc1NC(=O)CN1c2ccccc2S(=O)(=O)c2ccccc21,?
Nc1ncc(S(=O)(=O)NCc2ccc(F)cc2)cn1,13%[46 µM]
CC(=O)c1cccc(NC(=O)c2ccc(-n3c(C)nnc3C)cc2)c1,-10%[46 µM]
CC(=O)Nc1nnc(SCc2cc(=O)c3cccc(Cl)c3[nH]2)s1,?

# Continuation.
SMILES,LMNA splice mod
CCCN(CCC)CCCNC(=O)Cn1cnc2onc(-c3ccc(F)cc3)c2c1=O,11%[46 µM]
COc1ccc(-n2cc(-c3ccccc3)nc2SCC(=O)Nc2ccccc2C)cc1,-17%[46 µM]
O=C(CSC1=Nc2ccccc2C2=NC(Cc3ccccc3)C(=O)N12)Nc1ccccc1C(F)(F)F (stereo not given),15%[46 µM]
COc1cccc(C(=O)Nc2c(C(=O)NC(C)(C)C)oc3ccccc23)c1,-30%[46 µM]
Cc1ccccc1NC(=O)CSc1nc(=O)n(CCN2CCOCC2)c2c1CCC2,-4%[46 µM]
Cn1cc(S(=O)(=O)N2CCCCCC2)cc1C(=O)N1CCN(c2ccc(Cl)cc2)CC1,-12%[46 µM]
Cc1ccc(C(=O)COC(=O)C(Cc2c[nH]c3ccccc23)NC(=O)c2ccc(Br)cc2)cc1 (stereo not given),-6%[46 µM]
COc1cc(NC(=O)CC(C)n2nc(C)cc2C)cc(OC)c1 (stereo not given),?
COc1ccc(NC(=O)CN2C(=O)CCn3nc(-c4cccn4C)cc32)cc1,?
COc1ccc(-c2cc3ccc(O)c(CN4CCOCC4)c3oc2=O)cc1OC,-4%[46 µM]
COC(=O)c1cnn(-c2ccc(C(=O)Nc3ccc(C(C)=O)cc3)cc2)c1N,0%[46 µM]
Cc1csc2nc(-c3cccc(NC(=O)c4ccccc4F)c3)cn12,-11%[46 µM]
Cc1ccc(CNS(=O)(=O)c2cc3c(cc2Cl)NC(=O)CO3)o1,?
CC(C)Cc1nn2c(=O)cc(COC(=O)CNC(=O)c3ccc(C(C)(C)C)cc3)nc2s1,7%[46 µM]
CCCCc1nn2c(=O)cc(COC(=O)c3cccc(NC(=O)c4cccc(Cl)c4)c3)nc2s1,5%[46 µM]
Cc1ccc(N2CC(C(=O)Nc3ccc(Br)cc3)CC2=O)cc1 (stereo not given),-11%[46 µM]
COc1ccc(OC)c(CNC(=O)c2ccc(Sc3ccc(C)cc3)c(N)c2)c1,-14%[46 µM]
Cc1ccccc1-c1nn2c(=O)cc(CN3CCN(C(=O)c4ccc(C(C)(C)C)cc4)CC3)nc2s1,1%[46 µM]
O=C(c1ccccc1)c1ccc2nc(Nc3ccccc3Cl)c3nncn3c2c1,-7%[46 µM]
COc1cccc(CNC(=O)c2cnc(N3CCCC3)nc2C)c1,18%[46 µM]
COC(=O)c1ccc(CSc2nc3c([nH]c4ccccc43)c(=O)n2-c2ccc(OC)cc2)o1,?
Cc1cc(=O)[nH]c2nnc(SCc3cccc(C(F)(F)F)c3)n12,?
Cc1cn2c(=O)cc(COC(=O)c3ccc(NC(=O)C(C)Oc4ccccc4)cc3)nc2s1 (stereo not given),?
Cc1nn(-c2ccccc2)c2c1N(CC(=O)N1CCN(c3ccc(Cl)cc3)CC1)C(=O)CS2,21%[46 µM]
O=C(CSc1nc2c([nH]c3ccccc32)c(=O)n1-c1ccc(Cl)cc1)N1CCc2ccccc21,?

# The results go on:
SMILES,LMNA splice mod
Cc1ccc(C)c(N2CCN(C(=O)CN3CCSc4ccc(S(=O)(=O)N(C)C)cc43)CC2)c1,?
COCCCNC(=O)c1sc2ncccc2c1-n1cccc1,3%[46 µM]
CCOc1ccc2nc(NC(=O)CS(=O)(=O)c3ccc(Cl)cc3)sc2c1,?
Cc1ccc2c(=O)c(C(=O)c3ccc(F)cc3)cn(CC(=O)NCc3ccccc3)c2n1,13%[46 µM]
O=C(Nc1ccc(Cl)cc1)c1cc(S(=O)(=O)NC2CCCCCC2)ccc1F,?
COc1ccc(NS(=O)(=O)c2ccc3[nH]c4c(c3c2)CCCCCC4)cc1,?
COc1cccc(NC(=O)C(=O)NCC(c2ccc3c(c2)OCO3)N2CCN(C)CC2)c1 (stereo not given),2%[46 µM]
CC1CCCCN1C(=O)CSc1n[nH]c(-c2ccccc2)n1 (stereo not given),-4%[46 µM]
Cc1nn2c(=O)cc(COC(=O)CNC(=O)c3ccc(F)cc3)nc2s1,?
CCOC(=O)c1c(S(=O)(=O)N2CCC(C(=O)NCc3cccc(C)c3)CC2)c(C)n(C)c1C,2%[46 µM]
CCN1C(=O)C(Cc2nc3ccccc3c(=O)n2C)c2cc(C)ccc21 (stereo not given),-2%[46 µM]
O=C(Cn1ccc2cc(S(=O)(=O)N3CCCCCC3)ccc21)NCc1cccc(Cl)c1,-14%[46 µM]
N#Cc1c(NC(=O)c2cc3nc(-c4ccc(Br)cc4)cc(C(F)(F)F)n3n2)sc2c1CCCC2,?
CCOC(=O)N1CCC(NC(=O)c2cnn(-c3ccc(C)cc3C)c2C2CCN(C(=O)OC(C)(C)C)CC2)CC1,12%[46 µM]
O=C(CSc1nc2ccccc2nc1Cc1ccccc1)NCc1ccccc1Cl,-13%[46 µM]
O=C(CN1C(=O)CCSc2ccc(S(=O)(=O)N3CCCC3)cc21)Nc1cccc(Cl)c1,15%[46 µM]
COc1ccc(OC)c(S(=O)(=O)NCCS(=O)(=O)N2CCN(c3ccccc3F)CC2)c1,-5%[46 µM]
O=C(CSc1nc2c([nH]c3ccccc32)c(=O)n1-c1ccc(Cl)cc1)N1CCCC1,-5%[46 µM]
COc1cccc(C2C(C(=O)Nc3ccccc3)=C(C)Nc3nnnn32)c1OC (stereo not given),-24%[46 µM]
CC(C)(C)OC(=O)N1CCC(c2c(C(=O)NCCc3ccccc3)cnn2-c2ccc(F)cc2F)CC1,?
Cc1c(Cl)cccc1-n1ncc(C(=O)N2CCN(C)CC2)c1C1CCN(C(=O)OC(C)(C)C)CC1,?
CCCc1nn2c(=O)cc(COC(=O)c3ccc(NC(=O)COc4ccc(F)cc4)cc3)nc2s1,3%[46 µM]

# Structures above that contain an aryl thioether with sulfur outside any ring (19):
SMILES,LMNA splice mod
Cc1cc(C)cc(-n2c(SCC(=O)Nc3nnc(C)s3)nc3c([nH]c4ccccc43)c2=O)c1,4%[46 µM]
COCCCn1c(SCc2cccc(Cl)c2)nc2c(sc3ccccc32)c1=O,-4%[46 µM]
CCc1ccc(NC(=O)CSc2nccn2-c2cccc(C)c2C)cc1,-7%[46 µM]
COc1ccc(NC(=O)CSc2nc3ccccc3n2CC(=O)N2CCCCC2C)cc1 (stereo not given),-7%[46 µM]
Cc1cc(C)c(NC(=O)CSc2n[nH]c(-c3ccccc3Cl)n2)c(C)c1,?
CCOc1ccc(-n2ccnc2SCC(=O)Nc2ccc(OC)cc2OC)cc1,4%[46 µM]
CC1CCCCN1CCCNC(=O)c1cc(Sc2cccc(Cl)c2)nc2ccccc12 (stereo not given),?
Cc1ccc2[nH]c(CSc3nnc(NC(=O)COc4ccccc4)s3)cc(=O)c2c1,-7%[46 µM]
Fc1ccc(Nc2nc(SCc3ccc(Cl)cc3)nc3ccccc23)cc1,?
CC(=O)Nc1nnc(SCc2cc(=O)c3cccc(Cl)c3[nH]2)s1,?
COc1ccc(-n2cc(-c3ccccc3)nc2SCC(=O)Nc2ccccc2C)cc1,-17%[46 µM]
Cc1ccccc1NC(=O)CSc1nc(=O)n(CCN2CCOCC2)c2c1CCC2,-4%[46 µM]
COc1ccc(OC)c(CNC(=O)c2ccc(Sc3ccc(C)cc3)c(N)c2)c1,-14%[46 µM]
COC(=O)c1ccc(CSc2nc3c([nH]c4ccccc43)c(=O)n2-c2ccc(OC)cc2)o1,?
Cc1cc(=O)[nH]c2nnc(SCc3cccc(C(F)(F)F)c3)n12,?
O=C(CSc1nc2c([nH]c3ccccc32)c(=O)n1-c1ccc(Cl)cc1)N1CCc2ccccc21,?
CC1CCCCN1C(=O)CSc1n[nH]c(-c2ccccc2)n1 (stereo not given),-4%[46 µM]
O=C(CSc1nc2ccccc2nc1Cc1ccccc1)NCc1ccccc1Cl,-13%[46 µM]
O=C(CSc1nc2c([nH]c3ccccc32)c(=O)n1-c1ccc(Cl)cc1)N1CCCC1,-5%[46 µM]

# Screening data: PubChem, National Center for Advancing Translational Sciences (NCATS)
